Compound activity (PubChem BioAssay)
Chronic BCR inh = chronic active BCR signaling inhibition; ABC-DLBCL IkBa-CBG/CBR reporter, luminescence ratio, 4 h; Potency, µM (titrated, usually from 46.1 µM), inactives show top-dose ratio change, negative = lower green/red ratio, hits mostly inhibitors; 340,000 compounds, 0.05% hits; AID 493014; active = well fitted inhibition curve with a large enough effect in the signal ratio, with a control signal flat, not every such curve was filed as active; inconclusive = small, poorly fitted or top-dose-only effect, or effect the other way, or a change in a side signal; the % refers to the signal ratio;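 note: potency is the fitted concentration of half-maximal effect; plate controls were basal doxycycline-induced cells for no effect and cells given 10 µM MG132 for full effect; MG132 reads +100%, hits lower the ratio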
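Compounds up to 46 uM were incubated four hours with TMD8 cells whose green CBG68 luciferase is fused to IkappaBalpha; red CBR luminescence normalised the signal, and concentration-effect curves were fitted to fusion, red and ratio data.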
TCR activator = activators of T cell receptors; primary human leukocytes, anti-CD3, IL-2 HTRF, 48 h; Potency, µM (highest dose often 9.22 µM), for inactives: at the top dose activation of IL-2 secretion, usual class: activators; 330,000 tested, under 10 active; AID 504894; note: % of control where 0% means no effect
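Compounds are tested in HTS on primary human leukocytes co-incubated with a-CD3 beads for 48 hr. IL-2 output is measured by time-resolved FRET.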
GALK inhibitor = inhibitors of human galactokinase | P51570 | Purified GALK, Kinase-Glo residual ATP luminescence | Potency, µM (series often up to 57.5 µM), for inactives: at the top dose activity change, negative = inhibition, usual class: inhibitors | 270,000 compounds, 0.007% hits; note: potency is the fitted concentration of half-maximal effect; % is set by controls: 0 for no effect and ±100 for the full control effect
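Kinase-Glo Plus luminescence measured ATP left after a 1 h room-temperature reaction. The reaction used 5 nM GALK, 100 uM galactose and 35 uM ATP at pH 8.0 (20 mM HEPES, 5 mM MgCl2, 60 mM NaCl, 1 mM DTT, 0.01% BSA).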
Giardia kill = Giardia lamblia killing | Giardia lamblia trophozoite viability | activity change, % at 7.66 µM, hits read low | 340,000 compounds, 0.15% hits | AID 540267; in the data active = activity change below about -80%; inconclusive = between about -30% and that limit;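 note: parasites exposed to compound for two days anaerobically before the ATP read; % is set by controls: 0 for no effect and ±100 for the full control effect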
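Trophozoites 100 cells/well + cpd; 48 hrs, 37 deg C, anaerobic. ATPLite 1-Step added, 15-30 min RT, luminescence read (ATP-based viability).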
hERG WT inh = inhibitors of human wildtype KCNH2 potassium channel. 340,000 compounds, 0.37% hits. activity change, % at 1.84 µM. Q12809. U2OS, BacMam KCNH2, thallium flux FluxOr; stronger effect = lower value. AID 720551;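 active = maximum activity change below -70%; inconclusive = maximum activity change between -70% and -50%; inactive = maximum activity change above -50%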; note: % is set by controls: 0 for no effect and ±100 for the full control effect
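U2OS cells were transduced with wild-type KCNH2 virus (2.03 x 10^8 / mL) for 4 h at room temperature, then cultured overnight at 37 C. Thallium flux was read with FluxOr dye. Rate constants were normalized to DMSO controls.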
AT treatment = candidate therapy for ataxia-telangiectasia. […] A-T fibroblasts, KAP-1 phosphorylation AlphaLISA; neocarzinostatin DNA damage 30 min before lysis. Potency, µM (highest dose often 57.5 µM), for inactives: at the top dose activation, actives largely listed as activators. 320,000 compounds, 0.19% hits; note: potency is the fitted concentration of half-maximal effect; % of control where 0% means no effect; nearly all actives have a fitted effect of over 45% in size
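hTERT-immortalized A-T patient fibroblasts ([…]), 500 cells/well in OPTI-MEM, 1% FBS, got compounds for 60 min, then NCS for 30 min at 37C. Lysates were then assayed for phospho-KAP-1 by AlphaLISA (anti-pKAP1 donor, anti-KAP1 acceptor beads), 6 hr at 25C.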
TSHR antag = human thyrotropin receptor antagonism; 330,000 compounds, 0.2% hits; activity change, negative = inhibition, % at 11.5 µM; TSHR-expressing cells, TSH-stimulated cAMP HTRF, 2 h; stronger effect = lower value; P16473;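 active = activity change below a set negative limit, meaning inhibition stronger than a set level, cut at about -70% in these data; inconclusive = activity change between two set negative limits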; note: % is set by controls: 0 for no effect and ±100 for the full control effect
Target sequence (P16473 whole entry, looked up): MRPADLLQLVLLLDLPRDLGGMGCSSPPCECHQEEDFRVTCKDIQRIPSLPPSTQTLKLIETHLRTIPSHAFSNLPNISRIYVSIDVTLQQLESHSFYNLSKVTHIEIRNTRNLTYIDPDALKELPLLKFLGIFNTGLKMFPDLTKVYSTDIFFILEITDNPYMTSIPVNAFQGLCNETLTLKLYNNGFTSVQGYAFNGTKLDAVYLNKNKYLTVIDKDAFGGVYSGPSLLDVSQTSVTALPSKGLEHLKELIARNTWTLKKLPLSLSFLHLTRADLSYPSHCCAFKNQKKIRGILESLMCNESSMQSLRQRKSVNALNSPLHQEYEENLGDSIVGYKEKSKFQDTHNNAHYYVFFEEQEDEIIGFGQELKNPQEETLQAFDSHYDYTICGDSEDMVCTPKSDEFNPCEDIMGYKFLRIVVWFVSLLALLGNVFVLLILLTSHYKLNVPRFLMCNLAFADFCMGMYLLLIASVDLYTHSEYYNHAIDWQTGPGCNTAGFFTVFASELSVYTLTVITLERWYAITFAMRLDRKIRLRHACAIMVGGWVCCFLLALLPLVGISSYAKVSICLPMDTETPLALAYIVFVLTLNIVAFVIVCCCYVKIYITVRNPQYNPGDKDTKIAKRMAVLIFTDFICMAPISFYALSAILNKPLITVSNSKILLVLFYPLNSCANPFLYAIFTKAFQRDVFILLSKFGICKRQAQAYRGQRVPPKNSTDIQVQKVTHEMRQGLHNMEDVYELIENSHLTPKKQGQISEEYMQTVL
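Competitive HTRF cAMP read-out (cryptate anti-cAMP antibody, cAMP-d2; 30 min, room temperature) in freshly harvested TSHR cells. Compounds added before TSH at EC80 (4nM final), followed by 2 hours' incubation at 37 deg C.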
Tb PFK inh = blocks T. brucei phosphofructokinase; O15648; T. brucei PFK, ADP-Glo luminescence; Potency, µM (titrated, usually from 57.5 µM), for inactives: top-dose activity, negative = inhibition, actives largely listed as inhibitors; 330,000 compounds, 0.17% hits;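 note: potency is the fitted concentration of half-maximal effect; 0% = uninhibited 1x PFK enzyme wells and -100% = no-enzyme wells; nearly all actives have a fitted effect of over 60% in size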
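In TEA buffer at pH 8.0 with 5 mM MgCl2, enzyme (1.25 nM) converted F6P (0.5 mM) and ATP (0.1 mM) for 45 min at room temperature. ADP product was read by luciferase luminescence.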
CXXC DNA block = blocks binding of human MLL CXXC domain to DNA; MLL-CXXC / FITC-HOXA9 DNA fluorescence polarization; Potency, µM (doses to about 115 µM), for inactives: at the top dose activity change, negative = inhibition, hits mostly inhibitors; 290,000 compounds, 0.037% hits; AID 2662; active = well fitted inhibition curve with a large enough effect in the polarisation, with a control signal flat, not every such curve was filed as active; inconclusive = small, poorly fitted or top-dose-only effect, or effect the other way, or a change in a side signal; inactive = no such curve, though single readings can be large or run the other way; the % refers to the polarisation; note: potency is the fitted concentration of half-maximal effect
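Steps: dispense CXXC domain solution (7 uM) → pin compounds or unlabeled HOX-A9 DNA control → 5 min ambient → add FLSN-HOX-A9 solution (50 nM) → spin → 30 min ambient → fluorescence polarization. Tris pH 7.5/NaCl/DTT/BSA buffer.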
FBPA coupling cs = inhibits coupling enzyme system, counter-screen for aldolase hits | coupling enzyme system counterscreen, AmpLite Red fluorescence | activity change, negative = inhibition, % at 58.2 µM, hits read low | 290,000 compounds, 0.67% hits | AID 2472; in the data active = activity change below about -30%; note: % is set by controls: 0 for no effect and ±100 for the full control effect
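First, compound is pin-transferred into glyceraldehyde-3-phosphate coupling-enzyme reagent at 57.5 uM final and held 10 min at RT. Next, substrate, coupling system and AmpLite Red are added. After 20 min RT, fluorescence (525/598 nm) is read.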
* hit, by the source's call; ? = inconclusive; / = not tested or not shown; [ ] = dose if it differs, or a comment. Unless noted, calls come from the whole dose curve; as a rule, active = well fitted curve in the direction sought with a large enough effect; inconclusive = small, poorly fitted or top-dose-only effect, or another doubt; inactive = no such curve, though single readings can be large; an effect the other way counts as inactive or inconclusive. Compounds were not picked by outcome, and some 1.6% of all compounds hit somewhere here.

mol	Chronic BCR inh	TCR activator	GALK inhibitor	Giardia kill	hERG WT inh	AT treatment	TSHR antag	Tb PFK inh	CXXC DNA block	FBPA coupling cs
O=C(Nc1nccs1)c1cn2ccccc2n1	?	1%	9%	-12	-3	15%	17	0%	24%	0
C=CCNc1ccccc1S(=O)(=O)NCc1ccccc1	2%	8%[46.1 µM]	/	16	14	7%	-3	0%	/	/
CS(=O)(=O)c1ccc2nc(NC(=O)c3ccc(Cn4cc(Br)cn4)o3)sc2c1	-1%	-1%	1%	-24	-6	3%	-17	-1%	4%	/
CCCN(CCC)C(=O)CP(=O)(c1ccccc1)c1ccccc1	-2%	-13%	-3%	2	3	-7%	1	-2%	-1%	3
O=C(O)[C@H]1CCCC[C@H]1C(=O)NCCNC(=O)[C@@H]1CCCC[C@@H]1C(=O)O	3%	/	-4%	-5	7	-2%	10	1%	3%	2
COc1ccc(NC(=O)COC(=O)CN2C(=O)c3ccccc3C2=O)cc1	8%	-2%	/	0	4	-8%	1	2%	/	/
COc1cccc(C(=O)Nc2sc(C(C)C)cc2C(N)=O)c1OC	4%	4%	0%	34[activator]	1	-6%	0	-10%	-14%	-19
O=C(N/N=C/c1sc(N2CCOCC2)nc1-c1ccccc1)c1ccccc1O	?	1%[46.1 µM]	-3%	2	2	-9%	-9	-1%	3%	-1
COC(=O)c1cccc(N(C(=O)CNC(=O)c2cccs2)C(C(=O)NCC2CCCO2)c2ccc(OC)c(OC)c2)c1 (stereo not drawn)	-15%	-1%	-2%	?	-1	2%	0	1%	3%	1
Cc1ccc(N(CC(=O)NCc2ccc3c(c2)OCO3)S(=O)(=O)c2c(C)noc2C)cc1	12%	-3%	1%	?	-2	3%	-19	-3%	-14%	0

Among those listed so far, 2 contain a thiophene ring, fused or not.
mol	Chronic BCR inh	TCR activator	GALK inhibitor	Giardia kill	hERG WT inh	AT treatment	TSHR antag	Tb PFK inh	CXXC DNA block	FBPA coupling cs
COc1cccc(C(=O)Nc2sc(C(C)C)cc2C(N)=O)c1OC	4%	4%	0%	34[activator]	1	-6%	0	-10%	-14%	-19
COC(=O)c1cccc(N(C(=O)CNC(=O)c2cccs2)C(C(=O)NCC2CCCO2)c2ccc(OC)c(OC)c2)c1 (stereo not drawn)	-15%	-1%	-2%	?	-1	2%	0	1%	3%	1

More results follow:
mol	Chronic BCR inh	TCR activator	GALK inhibitor	Giardia kill	hERG WT inh	AT treatment	TSHR antag	Tb PFK inh	CXXC DNA block	FBPA coupling cs
CC[C@H](C)[C@H](NC(=O)c1ccc(Cl)cc1)C(=O)OCC(=O)c1c(N)n(C)c(=O)n(C)c1=O	-11%	1%[46.1 µM]	/	-11	3	12%	-14	-1%	/	/
CCCC1=C(C(=O)OCC)C(c2cccs2)n2ncnc2N1 (stereo not drawn)	?	-2%	5%	4	-3	-11%	-5	0%	-6%	-2
Cc1cc(N2CCN(C(=O)c3ccco3)CC2)n2nc(C)c(-c3ccccc3)c2n1	0%	-3%	1%	-9	14	8%	-23	0%	13%	-4
CCOC(=O)c1cn(-c2ccc(F)c(F)c2)c2c(F)c(F)c(F)c(F)c2c1=O	1%	/	-1%	/	/	-2%	22	-13%	7%	0
CN1CCN(C(CNS(=O)(=O)c2ccc(Cl)cc2)c2cccnc2)CC1 (stereo not drawn)	10%	7%[46.1 µM]	-3%	2	0	2%	-8	-2%	4%	1
Cc1nc2ccccc2n1C(=O)N(C)C	8%	-2%	1%	-17	4	3%	-15	-2%	?	-3
CC(C)NCC(O)COC1CCC(C(C)(C)C)CC1 (stereo not drawn)	-26%	-7%	4%	27	1	-3%	0	5%	4%	1
S=C(NCCc1ccccn1)Nc1cccc(Cl)c1	?	-3%[46.1 µM]	3%	1	1	-14%	-10	-3%	-5%	3
O=C(COC(=O)c1ccc(S(=O)(=O)N2CCOCC2)cc1)Nc1ccccc1OC(F)F	1%	-2%	/	-7	-6	2%	/	-1%	/	/
O=S(=O)(NCC(c1cccnc1)N1CCN(c2ccccc2)CC1)c1cccs1 (stereo not drawn)	2%	-1%	3%	-3	-1	/	1	-18%	-3%	2

Part of the list above, limited to CXXC DNA block:
SMILES	CXXC DNA block
CS(=O)(=O)c1ccc2nc(NC(=O)c3ccc(Cn4cc(Br)cn4)o3)sc2c1	4%
Cc1cc(N2CCN(C(=O)c3ccco3)CC2)n2nc(C)c(-c3ccccc3)c2n1	13%
O=S(=O)(NCC(c1cccnc1)N1CCN(c2ccccc2)CC1)c1cccs1 (stereo not drawn)	-3%

Next compounds.
Values run as follows: Chronic BCR inh	TCR activator	GALK inhibitor	Giardia kill	hERG WT inh	AT treatment	TSHR antag	Tb PFK inh	CXXC DNA block	FBPA coupling cs
CC(C)(C)c1ccc(S(=O)(=O)N2CCSC2)cc1
    2%	1%[46.1 µM]	/	2	5	2%	11	-2%	3%	6
COc1ccc2[nH]c3c(c2c1)CCN1C(=O)N([C@@H](C)C(=O)NCCc2ccc(F)cc2)C(=O)[C@]31C
    ?	14%	/	11	-4	-8%	2	0%	4%	0
CN(C)S(=O)(=O)c1cccc(C(=O)N2CCc3ccccc32)c1
    -1%	-2%	-1%	-6	2	0%	3	-1%	-4%	-2
CC1(C)CC(=O)C(C#N)=C(NCCCO)C1
    2%	/	0%	2	2	5%	35	15%	-1%	8
O=C(CSC1=N/C(=C/c2ccco2)C(=O)N1c1ccc(OC(F)F)cc1)NC1CCS(=O)(=O)C1 (stereo not drawn)
    -2%	-4%	1%	20	0	7%	-2	6%	4%	-2
COc1ccc(-n2c(C)cc(/C=C(\C#N)C(=O)NCc3ccco3)c2C)cc1
    8%	-1%[46.1 µM]	-3%	18	-1	1%	-4	-10%	16%	-11
COc1ccccc1NC(=O)c1ccc(NC(=O)CSc2nnnn2C)cc1
    ?	-2%	1%	2	-4	-9%	6	0%	-1%	2
CCc1nnc(NS(=O)(=O)c2ccc(NC(=O)c3ccccc3OC)cc2)s1
    1%	6%	-4%	5	-10	2%	-10	12%	7%	1
Cn1c(C(=O)O)cc2c(=O)n3ccccc3nc21
    8%	-4%	1%	-2	-11	?	-2	0%	-2%	1
CCCC(=O)NC(=S)Nc1ccc(CN2CCOCC2)cc1
    ?	14%	1%	-6	-5	0%	2	-1%	5%	-3
COc1ccc(NC(=O)C2CCCN(S(=O)(=O)c3cccnc3)C2)cc1OC (stereo not drawn)
    -7%	7%	5%	1	16	-12%	-1	0%	1%	3
COc1ccccc1CC(NC(C)=O)C(=O)NC1CCN(C(=O)Nc2ccccc2F)CC1 (stereo not drawn)
    1%	1%	4%	14	-1	6%	7	2%	-3%	-1
COc1ccc(/C(N)=N/OC(=O)C2CCC(=O)N2S(=O)(=O)c2ccc(C)cc2)cc1OC (stereo not drawn)
    ?	1%[46.1 µM]	-1%	4	1	-4%	8	-2%	3%	4
CCCCn1c(S(=O)(=O)O)nc2ccccc21
    1%	3%	0%	1	12	2%	1	-3%	6%	0
Cc1cc(C)cc(-n2ccnc2SCC(=O)Nc2nccs2)c1
    5%	3%	0%	-2	-16	-2%	-6	3%	-8%	1
Cn1cc([N+](=O)[O-])c(C(=O)NCc2ccco2)n1
    -3%	-11%	0%	20	-2	1%	41	1%	-1%	9
Cc1nn(C)c(N)c1C(O)(c1nccn1C)C(F)(F)F (stereo not drawn)
    1%	-1%	4%	-9	-1	-7%	2	3%	-8%	-1
CCN1C(=O)/C(=C\N2CCOCC2)SC1=S
    4%	-3%	1%	-1	1	0%	-5	4%	18%	0
Cc1ccc(S(=O)(=O)Cn2nnnc2C(c2ccccc2)N2CCN(c3ccccc3)CC2)cc1 (stereo not drawn)
    7%	-1%[46.1 µM]	-3%	-12	-4	/	-12	0%	-13%	-3
CNC(=O)CC1C(=O)N(c2ccc(Cl)cc2)C(=S)N1CCc1ccc(OC)c(OC)c1 (stereo not drawn)
    ?	2%	-3%	-4	-6	5%	-6	4%	-5%	-2
